Bioassay records as filed in PubChem.
aDG glyco act – alpha-DG glycosylation activation; Pro5-aDG cells, alpha-DG glycosylation AlphaScreen (IIH6); 0% Pro5, 100% B10-LARGE cell signal; activation, % at 10 µM; 0.22% of 360,000 active; AID 624168;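 active = activation of at least 8% versus controls, or a plate z-score of at least 8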;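 also: Pro5 are CHO cells carrying HIG-tagged alpha-DG that lacks glycosylation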
Vif inh – inhibitors of HIV Vif; HEK293T cells, Vif self-association by quenched fluorescence, imaging, 24 h; inhibition, % at 7.49 µM; 0.35% of 340,000 active; in the data active = inhibition above about 50%, passing the limit was not always enough; inconclusive = no clear call, values can overlap the other calls; inactive = below about 31%; also: some results filed as inactive read as strong as hits
Glyco luc inh – N-linked glycosylation inhibition. 0.23% of 360,000 active. reporter increase, % at 12.5 µM. D54 ERlucT glycosylation luciferase reporter, 24 h; percent of 100 nM tunicamycin response;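 active = mean luciferase reporter signal, scaled so untreated is 0 and the glycosylation-blocking control 100, at or above a set limit in every replicate; inconclusive = mean reaches the limit but not every replicate does; inactive = mean below the limit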;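 also: luciferase carries N-glycosylation sites so blocking glycosylation raises the light; 0% = median of neutral control wells and 100% = median of 100 nM tunicamycin wells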
PDI inh – blocks human protein disulfide isomerase activity. inhibition, % at 10 µM. 0.052% of 350,000 active. AID 588391. P07237. PDI insulin aggregation turbidity, A650, 90 min;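 active = mean inhibition across replicates of 30% or more, whatever share of single replicates reach that level; inconclusive = mean inhibition below 30% while every single replicate reaches 30%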;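 also: absorbance from insulin aggregation driven by PDI reduction with DTT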
iPSC survival up – enhancers of human iPSC single-cell survival; 0.044% of 360,000 active; survival enhancement, % at 20 µM; AID 602274; hiPSC single-cell survival, ATPlite luminescence; 100% = ROCK inhibitor wells, 0% = DMSO; in the data active = survival enhancement above about 18%;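 also: cells exposed to compounds for 16 hours before the ATP read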
H9c2 protect – myocardial damage modulation in H9c2 cells; protection from H2O2 cell death, % at 20 µM; 0.63% of 360,000 active; H9c2 cardiomyocytes, H2O2 injury protection, ATPLite, 2 h;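 active = compounds giving at least 50% protection of heart cells from peroxide-induced death in the single-dose screen, raw or plate-pattern-corrected value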;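 also: 0% = DMSO wells with peroxide and 100% = DMSO wells without peroxide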
HTR2A ag – agonists of mouse serotonin 5-HT2A receptor (HTR2A); 0.66% of 360,000 active; AID 624169; activation, % at 7.6 µM; P35363; CHO-K1 mHTR2A beta-arrestin complementation, luminescence; percent of 30 µM serotonin response;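 active = activation above a run cutoff, the mean activation of all tested compounds plus 3 SD, cut at about 14% in these data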;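 also: 0% = plate median of compound wells and 100% = 30 µM serotonin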
CaV13 ICDI inh – Disruptors of the CACNA1D IQ motif to Ca2+-dependent inactivation inhibitor domain association, primary screening, Förster resonance energy transfer in intact living … | 0.098% of 340,000 active | HEK cells, CFP/YFP FRET ICDI-IQ, plate reader, 10 min; percent FRET-ratio fall versus neutral wells | inhibition, % at 12.3 µM | AID 743397;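 active = mean replicate inhibition of at least 30% and at least 1% of replicates passing that level; inconclusive = only one of the two criteria is met; inactive = neither criterion is met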;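 also: 0% = median of the neutral control wells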
Exocytosis inh – lytic granule exocytosis inhibition; TALL-104 LAMP-1 surface exposure, flow cytometry; cells stimulated with thapsigargin and PMA; inhibition, % at 10 µM; 0.66% of 360,000 active;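 active = inhibition above about 55%, limit read from the data; inconclusive = no clear call, values can overlap the other calls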
ABCB6 inh 2 – blocks the human ABCB6 transporter | 0.19% of 360,000 active | K562-ABCB6 porphyrin accumulation, flow cytometry, 1 h; stronger effect = lower value | fluorescence ratio to DMSO, % at 10 µM | AID 602162;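 active = fluorescence ratio to DMSO below 75%, the collection mean minus 3 SD; inconclusive = too few cells collected in the well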;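 also: signal is porphyrin accumulated inside mitochondria; 100% equals median channel fluorescence of DMSO control wells; lower ratio means ABCB6 inhibition with less porphyrin fluorescence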
Target sequence (Q9NP58 whole entry, looked up): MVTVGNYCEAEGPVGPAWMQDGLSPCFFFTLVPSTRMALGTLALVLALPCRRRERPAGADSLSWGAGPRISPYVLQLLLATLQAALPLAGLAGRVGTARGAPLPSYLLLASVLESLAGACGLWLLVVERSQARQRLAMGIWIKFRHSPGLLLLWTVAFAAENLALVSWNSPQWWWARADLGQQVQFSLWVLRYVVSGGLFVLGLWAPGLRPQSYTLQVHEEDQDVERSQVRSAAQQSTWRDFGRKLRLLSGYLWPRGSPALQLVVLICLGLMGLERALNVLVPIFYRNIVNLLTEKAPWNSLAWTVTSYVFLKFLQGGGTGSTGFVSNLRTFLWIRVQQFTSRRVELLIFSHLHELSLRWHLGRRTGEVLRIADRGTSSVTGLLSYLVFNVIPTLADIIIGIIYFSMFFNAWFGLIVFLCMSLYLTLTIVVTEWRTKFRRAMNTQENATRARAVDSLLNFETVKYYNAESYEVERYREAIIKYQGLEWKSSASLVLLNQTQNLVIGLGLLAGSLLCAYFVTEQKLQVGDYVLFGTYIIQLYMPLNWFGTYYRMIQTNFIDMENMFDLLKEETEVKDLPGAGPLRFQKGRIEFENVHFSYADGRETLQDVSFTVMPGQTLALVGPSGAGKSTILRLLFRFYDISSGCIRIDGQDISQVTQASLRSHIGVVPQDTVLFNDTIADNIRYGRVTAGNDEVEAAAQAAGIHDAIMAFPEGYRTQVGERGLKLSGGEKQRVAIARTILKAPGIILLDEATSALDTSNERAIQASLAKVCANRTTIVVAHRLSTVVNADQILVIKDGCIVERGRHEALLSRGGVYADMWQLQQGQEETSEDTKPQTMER
Active calls of the source: *.

`O=C(NCCc1cccnc1)c1cc(COc2ccc(F)cc2Cl)on1` gave aDG glyco act -0.1, Vif inh -4, Glyco luc inh -4, PDI inh -3, iPSC survival up -0.4, H9c2 protect 0, HTR2A ag 1, CaV13 ICDI inh -6, Exocytosis inh 28 and ABCB6 inh 2 94.
COc1ccc(-c2noc(CCCC(=O)N3CCN(c4cc(C)ccc4C)CC3)n2)cc1 was read as aDG glyco act 0.2, Glyco luc inh 0, PDI inh -1, iPSC survival up -1.1, H9c2 protect -32, HTR2A ag -1, CaV13 ICDI inh -4, Exocytosis inh 8 and ABCB6 inh 2 103.
`Cc1csc(SCC(=O)Nc2c(C)n(C)n(-c3ccccc3)c2=O)n1` gave aDG glyco act 0.2, Vif inh 19, Glyco luc inh 0, PDI inh 0, iPSC survival up 0.2, H9c2 protect 1, HTR2A ag 7, CaV13 ICDI inh -6, Exocytosis inh -9 and ABCB6 inh 2 93.
Screening NC(=NCc1ccc2c(c1)OCO2)NC(=O)c1ccccc1 returned aDG glyco act 1.5, Vif inh 1, Glyco luc inh 1, PDI inh -2, iPSC survival up 1.4, H9c2 protect -13, HTR2A ag -9, CaV13 ICDI inh -5, Exocytosis inh 0 and ABCB6 inh 2 100.
For COc1ccc(CN(C(C)=O)c2cc(C)c([N+](=O)[O-])cc2OC)cc1OC the results were aDG glyco act 0.1, Vif inh 3, Glyco luc inh 0, PDI inh -7, iPSC survival up -0.5, H9c2 protect 1, HTR2A ag 3, CaV13 ICDI inh -13, Exocytosis inh -7 and ABCB6 inh 2 99.
For CCCCN(C(=O)c1cccc2c(=O)c(C)c(-c3ccccc3)oc12)c1ccccc1 the results were aDG glyco act -0.6, Vif inh -6, Glyco luc inh -5, PDI inh -25, iPSC survival up -0.3, H9c2 protect -2, HTR2A ag 38*, CaV13 ICDI inh -18, Exocytosis inh 7 and ABCB6 inh 2 100.
Screening CC(C)(C)c1cc(C(=O)NNC(=O)Nc2ccccc2)n(Cc2ccccc2)n1 returned aDG glyco act 0.2, Vif inh 14, Glyco luc inh 2, PDI inh 3, iPSC survival up 0.0, H9c2 protect 0, HTR2A ag 0, CaV13 ICDI inh -4, Exocytosis inh 1 and ABCB6 inh 2 90.
Screening Cc1ccc(/C=C/C(=O)c2ccc(O)cc2)cc1 returned aDG glyco act 0.3, Vif inh 10, Glyco luc inh -5, PDI inh inconclusive, iPSC survival up -0.9, H9c2 protect -23, HTR2A ag -4, CaV13 ICDI inh -4, Exocytosis inh -3 and ABCB6 inh 2 100.
Screening CCC(=O)N1CCc2cc(S(=O)(=O)CCC(=O)N3CCc4ccccc4C3)ccc21 returned aDG glyco act -0.1, Vif inh 2, Glyco luc inh 3, PDI inh -3, iPSC survival up -2.4, H9c2 protect -4, HTR2A ag 2, Exocytosis inh 2 and ABCB6 inh 2 100.
`COc1ccc(C(C)=O)cc1COC(=O)c1ccc(OCc2c(C)noc2C)cc1` gave aDG glyco act -0.1, Vif inh inconclusive, Glyco luc inh 0, PDI inh -5, iPSC survival up 5.3, H9c2 protect -22, HTR2A ag -5, CaV13 ICDI inh -4, Exocytosis inh -4 and ABCB6 inh 2 94.
CCCCn1c(CNC(=O)CC)nc2ccccc21 was read as aDG glyco act 0.0, Vif inh -7, Glyco luc inh 0, iPSC survival up 2.6, H9c2 protect -2, HTR2A ag 5, CaV13 ICDI inh -3, Exocytosis inh -2 and ABCB6 inh 2 97.
`COc1ccccc1C(CNc1ccc(S(=O)(=O)N2CCCC2)cc1[N+](=O)[O-])N(C)C` (stereo not given) gave aDG glyco act -0.3, Vif inh -3, Glyco luc inh -2, PDI inh -43, iPSC survival up 0.0, H9c2 protect -3, HTR2A ag 8, Exocytosis inh 2 and ABCB6 inh 2 102.
`Cc1cccc(-n2c(C)cc(C(=O)NC3CCCCC3)c2C)c1` gave aDG glyco act 0.6, Vif inh 1, Glyco luc inh 2, PDI inh 4, iPSC survival up -2.5, H9c2 protect -1, HTR2A ag -5, CaV13 ICDI inh -3, Exocytosis inh 1 and ABCB6 inh 2 94.
`O=C1CCCCC1Nc1ccc([N+](=O)[O-])cc1` (stereo not given) gave aDG glyco act 0.1, Vif inh -2, Glyco luc inh 1, PDI inh -3, iPSC survival up -1.5, H9c2 protect 1, HTR2A ag -3, CaV13 ICDI inh -5, Exocytosis inh -4 and ABCB6 inh 2 88.
For CCc1nonc1NC(=O)COc1cc(C)c(Cl)c(C)c1 the results were aDG glyco act 0.4, Vif inh -1, Glyco luc inh -1, PDI inh 0, iPSC survival up -0.3, H9c2 protect -6, HTR2A ag 5, CaV13 ICDI inh -7, Exocytosis inh 3 and ABCB6 inh 2 99.
`O=c1[nH]c(=S)[nH]c2c1C(c1ccc(Cl)cc1)OC(C1CCCCC1)C2` (stereo not given) gave aDG glyco act -0.2, Glyco luc inh -3, iPSC survival up 1.4, H9c2 protect 0, HTR2A ag 0, CaV13 ICDI inh -5, Exocytosis inh -2 and ABCB6 inh 2 100.
For COC(=O)CNC(=O)CSc1nnc(-c2ccc(OC)cc2)n1CC(C)C the results were aDG glyco act -0.1, Vif inh -1, Glyco luc inh 2, PDI inh -1, iPSC survival up 6.2, H9c2 protect 5, HTR2A ag -3, CaV13 ICDI inh -3, Exocytosis inh 0 and ABCB6 inh 2 100.
For COc1ccc(S(=O)(=O)NCC2CCCN(C(=O)CCC(F)(F)F)C2)cc1 (stereo not given) the results were aDG glyco act -0.1, Vif inh 14, Glyco luc inh -1, PDI inh 1, iPSC survival up -0.3, H9c2 protect -1, HTR2A ag 5, CaV13 ICDI inh -5, Exocytosis inh -24 and ABCB6 inh 2 100.
COc1ccc([N+](=O)[O-])cc1N(CC(O)CN1CCCC1)S(=O)(=O)c1ccc(C)cc1 (stereo not given) was read as aDG glyco act -0.2, Vif inh 6, Glyco luc inh -1, PDI inh 2, iPSC survival up -1.9, H9c2 protect 15, HTR2A ag -6, CaV13 ICDI inh -4, Exocytosis inh -3 and ABCB6 inh 2 95.
For C=C1CCN([C@@H](CC(C)C)C(=O)NCc2ccc(Cl)c(Cl)c2)S(=O)(=O)c2ccccc21 the results were aDG glyco act 0.1, Vif inh -4, Glyco luc inh -7, PDI inh -6, iPSC survival up -1.9, H9c2 protect -1, HTR2A ag -6, CaV13 ICDI inh -11, Exocytosis inh 29 and ABCB6 inh 2 94.
`COC(=O)c1cc(S(=O)(=O)N2CCC(C(N)=O)CC2)oc1C` gave aDG glyco act 0.0, Vif inh -4, Glyco luc inh 5, PDI inh 3, iPSC survival up 0.2, H9c2 protect 9, HTR2A ag 4, CaV13 ICDI inh -4, Exocytosis inh -2 and ABCB6 inh 2 95.
Screening CN1CCN(c2ccc(Cl)cc2NC(=O)c2nn(-c3ccccc3)c(=O)c3ccccc23)CC1 returned aDG glyco act -0.1, Vif inh 3, Glyco luc inh -1, PDI inh 0, iPSC survival up -1.9, H9c2 protect -24, HTR2A ag -6, Exocytosis inh 7 and ABCB6 inh 2 100.
`O=C(Nc1ccc(F)cc1F)c1cc2ccccc2oc1=O` gave aDG glyco act 0.0, Vif inh 2, Glyco luc inh -7, PDI inh -10, iPSC survival up -0.7, H9c2 protect -6, HTR2A ag 3, CaV13 ICDI inh -5, Exocytosis inh 0 and ABCB6 inh 2 98.
CCc1nnc2c(N(C)S(=O)(=O)c3ccc(C)cc3)nc3ccccc3n12 was read as aDG glyco act -0.1, Vif inh -2, Glyco luc inh 1, PDI inh -8, iPSC survival up 0.1, H9c2 protect 8, HTR2A ag -2, CaV13 ICDI inh 0, Exocytosis inh 0 and ABCB6 inh 2 95.
Screening COCCN(Cc1ccccc1)C(=O)C1CCN(S(=O)(=O)c2ccc3c(c2)OCCO3)CC1 returned aDG glyco act 0.2, Vif inh 10, Glyco luc inh -1, PDI inh 0, iPSC survival up -0.3, H9c2 protect 0, HTR2A ag -3, CaV13 ICDI inh -6, Exocytosis inh 17 and ABCB6 inh 2 93.
Screening CC1(C)OC(=O)C=C[C@]2(C)[C@H]3CC[C@@]4(C)[C@H](c5ccoc5)OC(=O)[C@H]5O[C@]54[C@]3(C)C(=O)C[C@@H]12 returned aDG glyco act -0.3, Vif inh -5, Glyco luc inh -2, PDI inh -5, iPSC survival up 1.8, H9c2 protect -1, HTR2A ag 2, CaV13 ICDI inh -10, Exocytosis inh -2 and ABCB6 inh 2 99.
CCCCN(C)C1CCN(C(=S)Nc2ccc(OC)cc2)CC1 was read as aDG glyco act -0.2, Vif inh 6, Glyco luc inh 4, PDI inh -5, iPSC survival up 1.8, H9c2 protect 7, HTR2A ag 6, CaV13 ICDI inh 2, Exocytosis inh 2 and ABCB6 inh 2 97.
COC(=O)[C@@]1(Cc2ccc(F)cc2)[C@H]2c3cc(C(=O)N(C)C)n(Cc4ccc(C)o4)c3C[C@H]2CN1C(=O)c1ccccc1 was read as aDG glyco act -0.1, iPSC survival up 0.4, HTR2A ag -3, CaV13 ICDI inh -8, Exocytosis inh 24 and ABCB6 inh 2 132.
For O=C(CCSCCC(=O)NN=Cc1ccccc1O)NN=Cc1ccccc1O the results were aDG glyco act 0.0, Vif inh -1, Glyco luc inh 5, PDI inh 14, iPSC survival up 3.0, H9c2 protect 58*, HTR2A ag 4, CaV13 ICDI inh -6, Exocytosis inh -4 and ABCB6 inh 2 102.
`CCOP(=O)(Cc1ccc(C(C)(C)CC(C)=O)o1)OCC` gave aDG glyco act 0.0, Vif inh -2, Glyco luc inh 1, PDI inh 3, iPSC survival up -0.2, H9c2 protect -2, HTR2A ag -5, CaV13 ICDI inh -4, Exocytosis inh 2 and ABCB6 inh 2 106.
`CCOCCCNC(=O)C(NC(=O)Cc1c[nH]c2ccccc12)c1ccc(OC)cc1` (stereo not given) gave aDG glyco act 0.0, Vif inh 5, Glyco luc inh 0, PDI inh 3, iPSC survival up -1.0, H9c2 protect 8, HTR2A ag 6, CaV13 ICDI inh -6, Exocytosis inh 0 and ABCB6 inh 2 100.
`O=C(CSc1nc2ncccc2[nH]1)c1ccc2c(c1)OCO2` gave aDG glyco act 0.1, Glyco luc inh 2, PDI inh -1, iPSC survival up 1.1, H9c2 protect 9, HTR2A ag 0, CaV13 ICDI inh -5, Exocytosis inh -4 and ABCB6 inh 2 95.
For COC(=O)c1[nH]c2cccc(OC)c2c1NC(=O)CCN1CCC(C)CC1 the results were aDG glyco act 0.7, Vif inh 3, Glyco luc inh -3, PDI inh -4, iPSC survival up 2.9, H9c2 protect 2, HTR2A ag 5 and Exocytosis inh -4.
Cc1ccc(NC(=S)N2CCCC(c3ccccc3)=N2)cc1 was read as aDG glyco act -0.2, Vif inh -1, Glyco luc inh -1, PDI inh -2, iPSC survival up -0.4, H9c2 protect -15, HTR2A ag 3, CaV13 ICDI inh 27, Exocytosis inh 2 and ABCB6 inh 2 96.
For O=[N+]([O-])c1ccc(NCCNc2ccc(Cl)nn2)cc1 the results were aDG glyco act -0.1, Vif inh -3, Glyco luc inh 0, PDI inh 0, iPSC survival up -2.1, H9c2 protect -4, HTR2A ag -4, CaV13 ICDI inh -5, Exocytosis inh 0 and ABCB6 inh 2 97.
